Screening data: PubChem BioAssay, National Center for Advancing Translational Sciences (NCATS)
IL1B secr inh: qHTS for Inhibitors of Inflammasome Signaling: IL-1-beta AlphaLISA Primary Screen. 360,000 tested, 4.7% active. THP-1 LPS/ATP IL-1B secretion, AlphaLISA, 16 h; hits give low values. AID 743279, 2014. activity change, % at 57.5 µM; in the data active = activity change below about -50%; inconclusive = mostly about -30% to -49%; also: % is scaled to controls: 0 for no effect and ±100 for the full control effect
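Secreted IL-1B measured by AlphaLISA bead assay after 16 h compound exposure of THP-1 cells; compounds (final up to 57.5 uM) added 1 h before LPS (250 ng/mL) and ATP (1.25 mM) stimulation; lower signal means less secretion.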
HT1080NT lethal: qHTS for induction of synthetic lethality in tumor cells producing 2HG: qHTS for the HT-1080-NT fibrosarcoma cell line; HT-1080-NT fibrosarcoma viability, CellTiter-Glo ATP luminescence, 48 h; Potency, µM (top dose mostly 46.1 µM), without a hit: at the top dose activity, negative = less viability, actives largely listed as cytotoxic; 360,000 tested, 1.6% active;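 also: NT is the 2HG producing partner of a matched IDH1 knockdown line; potency is read from the fitted curve at half-maximal effect; 0% = DMSO-treated cells and -100% = media-only wells without cells; nearly all actives have a fitted effect of over 55% in size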
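HT-1080-NT fibrosarcoma cells (2HG-overproducing), 750 cells/well in RPMI with 5% FBS, dosed after 2 h and incubated 48 h at 37C. CellTiter-Glo luminescence normalized to DMSO and no-cell wells; concentration-response curves fitted and classed.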
D3 ag: qHTS of D3 Dopamine Receptor Agonist: qHTS; D(3) dopamine receptor (Homo sapiens), P35462; D3R DiscoveRx beta-arrestin cells, luminescence, 90 min; max activation, %; 410,000 tested, 0.58% active; in the data active = max activation above about 30%; also: 0% is about no effect; mostly tested at two doses, the higher about 12 µM
Target sequence (P35462 whole entry, looked up): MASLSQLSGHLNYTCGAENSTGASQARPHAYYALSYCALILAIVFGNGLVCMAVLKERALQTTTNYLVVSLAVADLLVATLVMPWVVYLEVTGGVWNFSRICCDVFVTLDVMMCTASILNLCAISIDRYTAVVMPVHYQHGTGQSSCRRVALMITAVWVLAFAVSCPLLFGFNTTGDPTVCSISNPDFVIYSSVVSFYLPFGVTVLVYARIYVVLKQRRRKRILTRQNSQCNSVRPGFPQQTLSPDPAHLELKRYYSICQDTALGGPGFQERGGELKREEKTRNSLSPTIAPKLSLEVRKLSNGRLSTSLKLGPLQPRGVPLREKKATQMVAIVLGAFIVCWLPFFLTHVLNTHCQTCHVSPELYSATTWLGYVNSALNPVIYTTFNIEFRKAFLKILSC
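Agonist-mode cell screen: cells plated at 1500/well and incubated overnight at 37 °C, then exposed to library compounds for 90 min at 37 °C. Detection reagent was added for 30–60 min at room temperature, and luminescence was read.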
SW480 rerep: A quantitative high throughput screen for small molecules that induce DNA re-replication in SW480 colon adenocarcinoma cells; SW480 DNA re-replication, Hoechst DNA content imaging, 48 h; Potency, µM (series often up to 46.1 µM), for inactives: top-dose re-replication activation, actives largely listed as activators; 340,000 tested, 1.8% active; also: potency is read from the fitted curve at half-maximal effect; % of control where 0% means no effect; nearly all actives have a fitted effect of over 55% in size
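Hoechst fluorescence of nuclei (405 nm excitation, 500-530 nm emission) measured by plate-scanning imager after 48 hr compound exposure at 37 C; re-replication scored as increased number of nuclei with elevated intensity.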
KB-3-1 cytotox: qHTS assay for MDR1-selective chemotherapeutics: Primary screen using the parental adenocarcinoma cell KB-3-1 | KB-3-1 viability, CellTiter-Glo ATP luminescence, 72 h | Potency, µM (series often up to 46.1 µM), for inactives: at the top dose activity change, negative = cytotoxic, usual class: cytotoxic | 400,000 tested, 1.4% active; also: potency is read from the fitted curve at half-maximal effect; % is scaled to controls: 0 for no effect and ±100 for the full control effect; nearly all actives have a fitted effect of over 60% in size
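Viability of parental KB-3-1 cells, measured by CellTiter-Glo luminescence, followed a 72 h incubation at 37 °C with pinned compounds in phenol-red-free DMEM containing 10% FBS.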
HT1080 IDH1KD tx: qHTS for induction of synthetic lethality in tumor cells producing 2HG: qHTS for the HT-1080-IDH1KD cell line; HT-1080 IDH1 knockdown viability, ATP luminescence, 48 h; Potency, µM (highest dose often 46.1 µM), inactives show top-dose activity, negative = toxicity, usual class: cytotoxic; 360,000 tested, 2% active; AID 686971, 2013;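 also: potency is read from the fitted curve at half-maximal effect; 0% = DMSO wells and -100% = cell-free medium wells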
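Knockdown cells (IDH1KD HT-1080) received compounds 2 h after plating at 750 cells/well and were kept 48 h at 37 °C in 5% FBS RPMI. A CellTiter-Glo luminescence read gave % activity for curve fitting.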
MCF10A rerep: A quantitative high throughput screen for small molecules that induce DNA re-replication in MCF 10a normal breast cells; MCF 10A DNA re-replication, Hoechst nuclear intensity, 48 h; Potency, µM (highest dose often 46.1 µM), for the others: at the highest dose activity, positive = re-replication, usual class: activators; 350,000 tested, 2.9% active; also: potency is read from the fitted curve at half-maximal effect; % of control where 0% means no effect; nearly all actives have a fitted effect of over 50% in size
KB-V1 cytotox: qHTS assay for MDR1-selective chemotherapeutics: Primary screen using the drug-selected MDR subline cells KB-V1; KB-V1 MDR cells viability, CellTiter-Glo, 72 h; Potency, µM (highest dose often 46.1 µM), for the others: at the top dose activity change, negative = cytotoxicity, most hits filed as cytotoxic; 400,000 tested, 3.4% active; AID 1347076, 2019; also: potency is read from the fitted curve at half-maximal effect; % is scaled to controls: 0 for no effect and ±100 for the full control effect; nearly all actives have a fitted effect of over 60% in size
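Cytotoxicity toward P-gp-expressing KB-V1 cells was determined as loss of CellTiter-Glo luminescence after 72 h at 37 degrees C. Compounds were tested in quantitative HTS format across a concentration range, with curves fitted to normalized data.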
HEK293 tox: qHTS of GLP-1 Receptor Inverse Agonists: Cytotox Screen. HEK293 cAMP-luciferase reporter cells, luminescence, 24 h. Potency, µM (highest dose often 38.3 µM), inactives show top-dose activity change, negative = inhibition, actives largely listed as inhibitors. 410,000 tested, 0.13% active;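 also: loss of luciferase light is scored as toxicity; potency is read from the fitted curve at half-maximal effect; % is scaled to controls: 0 for no effect and ±100 for the full control effect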
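MLSMR compounds, 24 hr on cells at 37 deg C/5% CO2; luminescence after luciferase reagent (12 min RT). Inhibition counted as the undesired cytotoxic outcome.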
Starred values were filed as active, the others as inactive; ? = inconclusive; / = no result given; & = joins results of further samples; [ ] = dose if it differs, or a comment. Unless noted, calls follow the shape of the dose curve; as a rule, active = well fitted curve in the direction sought with a large enough effect; inconclusive = small, poorly fitted or top-dose-only effect, or another doubt; inactive = no such curve, though single readings can be large; an effect the other way counts as inactive or inconclusive.

SMILES	IL1B secr inh	HT1080NT lethal	D3 ag	SW480 rerep	KB-3-1 cytotox	HT1080 IDH1KD tx	MCF10A rerep	KB-V1 cytotox	HEK293 tox
O=S(=O)(NCC1CCCO1)c1ccc(S(=O)(=O)N(Cc2ccc(F)cc2)Cc2ccco2)cc1 (stereo unspecified)	0	-19%	5	-1%	-1%	-24%	3%	-13%	0%
Cc1cccc(-c2nc(CC(=O)Nc3cccc(S(=O)(=O)NC4=NCCC4)c3)cs2)c1	9	0%	-1	-16%	6%	-10%	3%	0%	-20%
COc1ccc2ccccc2c1/C=N/NC(=S)Nc1cc(S(=O)(=O)N2CCOCC2)ccc1N1CCOCC1	-8	-2%	7	?	?	-3%	?	-25%	-7%[1.53 µM]
CCCn1c(=N)c(C(=O)NC2CCCC2)cc2c(=O)n3cccc(C)c3nc21	-21	0%	4&-4	6.5µM*	-32%&-24%	-1%	2.9µM*	?	117%[activator]
CCOC(=O)C1CCN(C(=O)C2CCN(S(=O)(=O)c3cccc4nsnc34)CC2)CC1	2	-1%	3	-8%	0%	10%	-1%	-9%	-11%
O=C(NCc1ccncc1)c1csc([C@@H]2O[C@H](CO)[C@@H](O)[C@H]2O)n1	0	9%	9	/	0%	?	/	0%	3%
Cc1ccc(NC2CCCN(C(=O)c3ccc(C)c(N4CCNC4=O)c3)C2)cc1C (stereo unspecified)	-1	2%	-4	5%	15%	2%	0%	-2%	-9%
COc1cc(C(=O)O)nc2ccccc12	4	9%	5	-4%[9.22 µM]	1%	0%	2%	6%	-5%
CCN(CC(=O)Nc1ccccc1OC)CC(=O)Nc1c(Cl)ccc(C)c1Cl	14	-1%	2	-6%	-1%	5%	1%	?	-6%
COc1cc2ncnc(NCc3ccccc3)c2cc1OC	?	0%	2	-4%	-5%	-5%	6.5µM*	?	13%
CCC(CC)COC(=O)C1=C(C)NC(=O)NC1c1ccc(OC)cc1 (stereo unspecified)	?	-16%	2	1%	6%	-16%	1%	-9%	1%
COc1ccc(C(NC(=O)c2cccc(F)c2)c2ccccc2)cc1 (stereo unspecified)	-12	-1%	-5	0%	-3%	13%	6%	-7%	-1%
CN1CCN(S(=O)(=O)c2ccc(NC(=O)c3ccc([N+](=O)[O-])cc3)cc2)CC1	-11	0%	8	1%	-16%	7%	8%	-4%	-14%
CC(C)(C)C(=O)CSc1nc(N)cc(=O)[nH]1	8	0%	2	-6%	11%	6%	-1%	1%	5%
CN(C)c1ccc(C(CNC(=O)c2ccc(F)cc2)c2c[nH]c3ccccc23)cc1 (stereo unspecified)	-8	-15%	-10	16%	-15%	-22%	3%	-4%	5%
CCOC(=O)c1ccc(NC2=CC(=O)CC(c3ccco3)C2)cc1 (stereo unspecified)	0	-6%	-8	1%	?	-2%	?	?	7%[7.66 µM]
CCOC(=O)c1ccccc1NC(=O)CSc1nnc(CC)n2c1cc1occc12	/	/	5	/	1%	/	/	15%	-19%
CCc1nnc(NC(=O)COc2ccc3ccccc3c2)s1	30	-3%	2	8%	10%	-12%	0%	8%	-2%
COc1ccc(C)cc1NC(=O)C1CCC(CNc2c(N3CCOCC3)c(=O)c2=O)CC1 (stereo unspecified)	-21	4%	-1	-1%	-2%	0%	0%	?	-12%
COc1cccc(CN(C(=O)c2cccc(OC)c2)C2CCS(=O)(=O)C2)c1 (stereo unspecified)	13	6%	0	1%	13%	10%	2%	-7%	-11%
O=C(Nc1ccc2nc(SCCOc3ccccc3)sc2c1)c1ccco1	/	/	-2	/	4%	/	/	-11%	6%
Cc1ccc(S(=O)(=O)CC(=O)NC2CC2)cc1	7	-1%	0	-7%	-14%	8%	0%	13%	-7%
Cc1cc(N/N=C/c2ccccc2)nc(NCc2ccccc2)n1	-4	-20%	1	?	-1%	-5%	?	13µM*	-32%
COc1cc(N2C(=O)C=CC2=O)c(OC)cc1Cl	?	18µM*	-30	?	?	?	5.8µM*	?	?

2 compounds picked at random from the list so far:
SMILES	IL1B secr inh	HT1080NT lethal	D3 ag	SW480 rerep	KB-3-1 cytotox	HT1080 IDH1KD tx	MCF10A rerep	KB-V1 cytotox	HEK293 tox
CN1CCN(S(=O)(=O)c2ccc(NC(=O)c3ccc([N+](=O)[O-])cc3)cc2)CC1	-11	0%	8	1%	-16%	7%	8%	-4%	-14%
Cc1ccc(S(=O)(=O)CC(=O)NC2CC2)cc1	7	-1%	0	-7%	-14%	8%	0%	13%	-7%

(more compounds)
SMILES	IL1B secr inh	HT1080NT lethal	D3 ag	SW480 rerep	KB-3-1 cytotox	HT1080 IDH1KD tx	MCF10A rerep	KB-V1 cytotox	HEK293 tox
Cc1cc2c(s1)c1cnn(Cc3ccccc3F)c(=O)c1n2C	0	-6%	-3	-2%	10%	-27%	-6%	5%	72%[activator]
Cc1ccc(C(=O)COC(=O)CNC(=O)COc2ccccc2C)cc1C	-1	-2%	-12	5%	?	7%	0%	?	11%
O=C(COC(=O)C12CC3CC(CC(O)(C3)C1)C2)Nc1ccc(OC(F)F)cc1	-1	-3%	9	19%	12%	-3%	5%	18%	-4%
CN1CCN(NC(=O)Nc2ccc(F)cc2)CC1	21	3%	1	-3%	19%	2%	5%	?	-5%
CCN1CCN(C(=S)c2ccc(-c3ccccc3)cc2)CC1	0	0%	-4	2%	0%	-12%	10%	-14%	2%
CN1C(=O)C(CC(=O)NCCc2ccccc2)N(NC(=O)c2cccc(F)c2)C1=S (stereo unspecified)	2	0%	-13	0%	0%	5%	-1%	-25%	-21%
Nc1n[nH]c(C2CC2)c1N=Nc1ccc(Cl)c(Cl)c1	?	?	-9	-1%	-4%	?	?	13%	-3%
COCCCn1c(=N)c(C(=O)NC2CCCCC2)cc2c(=O)n3cc(C)ccc3nc21	/	/	2	/	0%	/	/	15%	1%
COCCCNC(=O)c1cc(S(=O)(=O)N2CCOCC2)ccc1SCc1cccc(OC)c1OC	2	17%	-6	5%	-14%	15%	5%	-5%	5%
COc1ccc(-n2ncc(C(C)NS(=O)(=O)c3cc(C)sc3C)c2C)cc1 (stereo unspecified)	25	0%	-8	/	-8%	-7%	/	?	4%
COc1cc(OC)nc(C(NC(=O)C2CCN(Cc3ccc(Oc4ccccc4)cc3)CC2)c2ccccc2C)n1 (stereo unspecified)	-58*	16µM*	-12	/	0%	?	/	4%	-21%
Cc1ccc(S(=O)(=O)c2nnn3c2nc(N2CCC(C(N)=O)CC2)c2ccccc23)cc1	?	-23%	14	-23%	-31%	?	0%	-10%	5%
COC(=O)[C@@]1(Cc2ccccc2)[C@H]2C(=O)N(Cc3ccccc3)C(=O)[C@H]2[C@H]2CN=C(SCC3CC3)N21	41	3%	15	29%[9.22 µM]	-14%	7%	?	-17%	-21%
O=C(NC1CCCC1)C(c1cccs1)N(C(=O)c1ccco1)c1ccc2c(c1)OCCO2 (stereo unspecified)	16	-2%	2	4%	2%	-11%	12%	-6%	-3%
CCCSc1cc(=O)n(-c2ccccc2)nc1C(=O)OCC	-16	5%	8	-7%	-5%	2%	-2%	1%	-9%
COc1ccc(Cn2c(=O)[nH]c3cc(C(=O)NCc4ccc5c(c4)OCO5)ccc3c2=O)cc1	54	-3%	-1	-15%	9%	-17%	1%	16%	-31%
CN1CCC(N2CCN(C3CN(Cc4cn(Cc5ccc(C(F)(F)F)cc5)nn4)S(=O)(=O)C3)CC2)CC1 (stereo unspecified)	2	2%	-2	/	4%	3%	/	4%	2%
COc1cccc(NC(=O)C2CCN(S(=O)(=O)c3ccc(N4CCCC4=O)cc3)CC2)c1	18	0%	5	/	?	-14%	/	-16%	-5%
COc1ccc(NC(=O)CSc2ccc3nnc(-c4cccnc4)n3n2)c(OC)c1	-6	9%	9	-4%	16%	3%	-3%	-15%	0%
C=C(NC(C)=O)c1c(F)cccc1F	31	4%	15	-4%	0%	3%	-1%	5%	4%
CC(C)N1CCN(Cc2nc3ccccc3s2)CC1CCO (stereo unspecified)	12	3%	-9	-10%	0%	0%	14%	5%	16%
CSC[C@H]1CN(CCc2ccccc2)C(=O)[C@@H]1CC(=O)Nc1ccccc1	-12	10%	-6	/	-3%	3%	/	-7%	-1%
Cc1ccc(-c2nc(N)n(C(=O)c3ccco3)n2)cc1	0	4%	6	-1%	2%	-1%	0%	6%	-1%[0.307 µM]
C[C@@H]1CN([C@H](C)CO)C(=O)CCCn2nncc2CO[C@@H]1CN(C)S(=O)(=O)c1ccccc1	-15	-2%	-12	/	16%	18%	/	-7%	9%
Cc1cccc(N2CCN(C(=O)CCc3nc4ccccc4[nH]3)CC2C)c1 (stereo unspecified)	-8	0%	-1	0%	6%	1%	-3%	11%	1%
COc1ccc(NC(=O)CSc2nnc(NC(=O)NC3CCCCC3)s2)cc1OC	/	/	8	/	4%	/	/	8%	2%
COc1ccc2[nH]c3c(c2c1)CCN1C(=O)C(CC(=O)NCCc2ccccn2)C[C@H](C(=O)N2CCOCC2)[C@@]31C (stereo partly specified)	0	7%	8	-28%	6%	11%	2%	6%	-2%
N#CCCN(C(=O)COC(=O)c1ccc(S(=O)(=O)Nc2ccccc2)cc1)c1ccccc1	0	3%	2	-34%[inhibitor]	9%	3%	-71%[inhibitor]	-6%	-5%
CC(C)c1nnc(N2C(=O)c3oc4ccccc4c(=O)c3C2c2ccccc2F)s1 (stereo unspecified)	/	/	9	/	-4%	/	/	9%	-8%
CCN(C(=O)c1cc([N+](=O)[O-])ccc1NCc1cccnc1)c1ccccc1	2	?	2	1%	-19%	-28%	?	-5%	?
